Screens: PubChem BioAssay, several laboratories
GALR2 blocker – GALR2 antagonists in receptor-expressing cells, primary screen. Galanin receptor type 2 (Homo sapiens), O43603. antagonist mode. inhibition, % at 4 µM. 140,000 tested, 0.39% active. AID 828, 2007; in the data active = inhibition above about 27%;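 also: cells stimulated with galanin 1-16 at roughly its EC80; 0% = agonist challenge control and 100% = basal control without agonist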
Target sequence (O43603 whole entry, looked up): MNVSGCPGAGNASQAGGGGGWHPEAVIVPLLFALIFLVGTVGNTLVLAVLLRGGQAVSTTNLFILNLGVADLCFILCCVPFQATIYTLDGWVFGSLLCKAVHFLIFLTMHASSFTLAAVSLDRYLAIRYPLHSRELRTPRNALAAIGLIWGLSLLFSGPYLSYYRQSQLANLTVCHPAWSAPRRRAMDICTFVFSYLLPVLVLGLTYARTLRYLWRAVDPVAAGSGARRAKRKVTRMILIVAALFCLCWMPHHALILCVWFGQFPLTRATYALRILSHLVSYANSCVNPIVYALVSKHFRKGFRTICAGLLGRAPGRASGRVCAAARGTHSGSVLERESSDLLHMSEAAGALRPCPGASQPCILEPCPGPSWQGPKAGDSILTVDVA
HCT116 bCat-KO – primary screen for growth suppressors in beta-catenin knockout HCT116 cells (colon tumor, human) | viability, % at 10 µM | HCT116 beta-catenin knockout viability, CellTiter-Glo, 60 h; stronger effect = lower value | 140,000 tested, 1.5% active | AID 818, 2007;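 active = viability at or under a set limit, the compound median less 4 SD, cut at about 6% in these data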;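 also: 0% = Hyamine 1622 control at 20 µM and 100% = untreated cell control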
HCT116 PTEN-null – growth suppression of PTEN-null HCT116, primary screen, cell-based, CellTiter-Glo. HCT116 PTEN-null viability, 60 h; stronger effect = lower value. viability, % at 10 µM. 140,000 tested, 1.2% active. AID 827, 2007;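 active = viability at or below a set limit, 4 SD under the median of all tested compounds, cut at about 3.7% in these data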;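 also: PTEN knockout HCT116 line with beta catenin targeted HCT116 as companion control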
NPY-Y2 antag – NPY-Y2 receptor antagonists, primary screen, cell-based. inhibition, % at 2.7 µM. 140,000 tested, 0.99% active. NPY-Y2 expressing cells, antagonist mode; in the data active = inhibition above about 17%;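 also: 0% = vehicle with agonist challenge and 100% = reference antagonist with challenge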
Target sequence (P49146 whole entry, looked up): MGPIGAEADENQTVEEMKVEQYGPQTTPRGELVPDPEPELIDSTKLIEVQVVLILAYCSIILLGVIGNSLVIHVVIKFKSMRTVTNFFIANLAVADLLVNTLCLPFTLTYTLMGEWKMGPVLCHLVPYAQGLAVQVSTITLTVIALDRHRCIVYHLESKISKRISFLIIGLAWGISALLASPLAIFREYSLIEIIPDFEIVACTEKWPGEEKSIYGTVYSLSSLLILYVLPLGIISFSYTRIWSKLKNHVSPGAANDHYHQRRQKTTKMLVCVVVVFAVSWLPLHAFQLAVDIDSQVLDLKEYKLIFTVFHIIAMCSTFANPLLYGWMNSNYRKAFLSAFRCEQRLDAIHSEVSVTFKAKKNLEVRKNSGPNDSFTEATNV
Measles CPE – compounds protecting cells from measles virus cytopathic effect, primary screen, measles RdRp inhibitor project, single point, MLSMR library, absorbance; Measles virus-infected cells, CPE protection; protection (pct of control), % at 4 µM; 140,000 tested, 1.5% active; in the data active = protection mostly above about 24%, no sharp cut-off; inactive = mostly below about 26%; also: some compounds called inactive have numbers as strong as hits
Phagocytosis inh – inhibitors of macrophage phagocytosis, primary screen, imaging, J774A.1 cells, IgG beads; J774A.1 macrophage IgG-bead phagocytosis; inhibition, % at 5 µM; 110,000 tested, 0.07% active;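 active = inhibition above the mean of the plate negative controls plus 5 SD, cut at about 13% in these data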;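 also: phagocytic index as fraction of beads internalized from green versus red external bead signal; plate controls were DMSO negative control for no effect and cytochalasin-D positive control for full effect; some results beyond the cut were filed as inactive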
E-sel TNF inh – E-selectin induction blockers in HUVEC – imaging, immunofluorescence, high content, primary screen | HUVEC TNFa-induced E-selectin immunofluorescence | inhibition, % at 2 µM | 120,000 tested, 0.71% active;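 active = inhibition above the batch mean plus 3 SD, and confirmed as a hit on visual image review, cut at about 43% in these data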;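 also: 0% = TNF-stimulated DMSO wells and 100% = unstimulated control wells; not every result past the cut was called active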
Yeast lifespan up – compounds extending yeast replicative lifespan, primary screen, S. cerevisiae, OD615; AID 775, 2007; S. cerevisiae growth with nicotinamide; deaD strain in restrictive glucose medium; 130,000 tested, 0.68% active; inhibition of the nicotinamide effect, % at 10 µM;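 active = inhibition above a set limit, placed 3 SD over the median of all compounds, cut at about 26% in these data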;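 also: 0% = nicotinamide-treated wells and 100% = cells grown without nicotinamide; some compounds called inactive have numbers as strong as hits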
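Test system – modified budding yeast, DeaD strain · Compound – single dose 10 µM compound, 0.25% DMSO · Times – culture preincubation 4 h, compound exposure 48 h, both 30 °C · Detection – optical density (absorbance) at 615 nm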
Yeast growth inh – growth inhibitors of yeast BB579 in restrictive medium, primary screen, yeast lifespan-shortening project, S. cerevisiae; 140,000 tested, 0.51% active; inhibition, % at 10 µM; OD615, 48 h;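 active = inhibition above a set limit, 3 SD over the mean compound inhibition, cut at about 44% in these data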; also: inactives centre near -24
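controls = amphotericin B 10 µg/mL, positive | assay system = DeaD yeast strain BB579 | schedule = 48 h compound exposure at 30 °C after 4 h preincubation | detection = OD615 turbidity measurement | medium = restrictive CSMM-D medium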
MRP-1 activ – H69AR viability gain despite doxorubicin, primary screen, MRP-1 activator project, H69AR cells, CellTiter-Glo | viability rescue | viability increase, % at 10 µM | 140,000 tested, 0.61% active | AID 799, 2007;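 active = viability gain under doxorubicin at or above a set limit, the compound median plus 3 SD, cut at about 4.7% in these data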;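 also: MRP-1 overexpressing cells given doxorubicin 25 µM after compound pretreatment; 18-22 h compound pretreatment then 72 h with doxorubicin before readout; 0% = doxorubicin-only wells and 100% = vehicle-treated cells without doxorubicin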
An asterisk follows results filed as active; / = no result given.

SMILES	GALR2 blocker	HCT116 bCat-KO	HCT116 PTEN-null	NPY-Y2 antag	Measles CPE	Phagocytosis inh	E-sel TNF inh	Yeast lifespan up	Yeast growth inh	MRP-1 activ
N#Cc1nc(N)nc(N(c2ccccc2)c2ccccc2)n1	-2	54	48	1	3	0	/	2	-35	-2.0
Cc1ccc(S(=O)(=O)n2c3ccc(Cl)cc3c3nc(C)sc32)cc1	-3	80	83	2	17	-7	/	-8	-20	-0.8
CC1(C)CC2(CC(C)(C)NC(=O)N2)NC(=O)N1	-13	110	108	2	10	/	12	-5	-28	0.1
Cc1cccc(COCC(Cc2ccccc2)N2CCN(C(=O)c3ccc(C(F)(F)F)cc3)CCC2=O)c1 (stereo not given)	-6	58	52	10	4	/	-26	13	-10	-3.1
COc1ccc(/C=N/n2cc(-c3ccc(OC)cc3)nc2N)cc1	11	64	81	3	4	0	-21	-13	-35	-2.0
Cn1c(SCc2cc(=O)[nH]c3ccccc23)nnc1-c1ccco1	7	96	94	1	2	-1	-29	0	-20	-1.4
O=C(Nc1nc2c(s1)CCCC2)c1ccc2ncsc2c1	-2	74	67	1	3	/	10	-7	-16	-4.6
COc1ccc(-c2cc(C(=O)N3CCN(c4ncccn4)CC3)c3ccccc3n2)c(OC)c1	10	71	59	1	14	-2	/	-5	59*	-3.5
COC(=O)C1=C(N)c2c(F)cccc2C1(C#N)c1ccccc1 (stereo not given)	1	90	84	4	7	0	-2	-1	-31	-0.8
O=c1[nH]c2cc3c(cc2cc1CN(Cc1nnnn1CC1CCCO1)C1CCCCC1)OCO3 (stereo not given)	10	80	82	2	5	-1	/	-17	-8	-1.2
COc1cccc(-c2nnc(SCc3ccc(C#N)cc3)n2Cc2ccco2)c1	-6	73	56	6	5	0	/	-4	-42	-5.1
CCOC(=O)c1cc(-c2ccccc2)sc1NC(=O)C(C)N1C(=O)NC(C)(c2ccc(Cl)cc2)C1=O (stereo not given)	-21	79	68	1	9	-1	-14	1	-74	2.9
O=C(COC(=O)c1cccc(NS(=O)(=O)/C=C/c2ccccc2)c1)Nc1ccccc1OC(F)F	9	95	95	6	15	-14	/	3	-9	-1.7
Cc1nn(C)c(=O)n1-c1ccc(Oc2ccccc2)cc1	4	92	91	2	3	0	/	-2	-24	-0.4
CC(=O)Nc1cc(C(C)(C)C)c(O)c(C(C)(C)C)c1	5	88	92	1	8	-1	1	-1	0	0.5
O=C(Nc1ccccc1)Nc1ccccc1NS(=O)(=O)c1cccs1	12	93	91	3	10	/	/	3	-15	-0.4
COC(=O)CC1C(=O)NCCN1C(=O)CSc1nnc(Nc2ccc(OC)cc2)s1 (stereo not given)	-18	87	84	0	5	2	/	-2	-40	-2.3
CCOc1ccc(C(=O)NC2CCN(C(=S)NCc3ccco3)CC2)cc1	0	89	89	0	16	1	-5	-13	-22	-0.1
Cc1cccc(OCCN2C(=O)C(=O)c3cccc(C)c32)c1	-1	43	35	5	25	-5	/	0	-41	-3.6
Cc1oc2ccc(OC(=O)N3CCOCC3)cc2c1C(=O)OC(C)C	18	91	88	-2	8	0	-14	/	-18	-0.4
O=C(NCc1ccco1)c1cnc2n(c1=O)CCS2	-8	/	/	2	/	2	-8	/	/	/
O=C(c1ccccc1[N+](=O)[O-])N1CCCN(C(=O)c2ccccc2[N+](=O)[O-])CC1	6	87	91	6	9	-2	11	5	-54	0.3
N#Cc1c(NC(=O)CCn2cnc3ccccc3c2=O)oc(-c2ccccc2)c1-c1ccccc1	-2	77	65	20*	16	/	-21	-10	-71	0.2
O=C(COC(=O)/C=C/c1ccccc1)Nc1cccc(Oc2ccccc2)c1	-12	90	86	7	2	-11	-16	1	-30	-2.1
O=C(NC(=S)Nc1ccc(S(=O)(=O)Nc2nccs2)cc1)c1ccc(F)c(F)c1	-19	94	97	2	30*	-4	17	-1	12	-1.9
CCC1SC2=NC(C)=C(C(=O)OC)C(c3ccc(C)cc3)N2C1=O (stereo not given)	5	61	65	1	3	/	4	-6	-41	2.3
Cc1c(Cl)c([N+](=O)[O-])nn1CC(=O)N1CCCC1	-2	94	106	0	7	0	9	4	10	-0.6
CC1(C)Cc2c(c(N3CCOCC3)nc3sc4c(NCc5ccco5)nnnc4c23)CS1	-14	48	48	0	5	0	11	-27	-50	-2.7
O=C(Nc1ccnc(-c2cccnc2)n1)c1ccc(Cl)cc1	-8	101	96	2	5	/	8	-16	-25	-1.1
COc1ccccc1C1C2C(=O)N(c3ccccc3)C(=O)C2ON1c1ccccc1 (stereo not given)	-3	90	98	3	7	-2	/	-3	-57	-0.8

Single records, as listed above. Screens in order: GALR2 blocker	HCT116 bCat-KO	HCT116 PTEN-null	NPY-Y2 antag	Measles CPE	Phagocytosis inh	E-sel TNF inh	Yeast lifespan up	Yeast growth inh	MRP-1 activ
CC1(C)Cc2c(c(N3CCOCC3)nc3sc4c(NCc5ccco5)nnnc4c23)CS1 is listed with -14	48	48	0	5	0	11	-27	-50	-2.7
N#Cc1c(NC(=O)CCn2cnc3ccccc3c2=O)oc(-c2ccccc2)c1-c1ccccc1 is listed with -2	77	65	20*	16	/	-21	-10	-71	0.2
Cc1c(Cl)c([N+](=O)[O-])nn1CC(=O)N1CCCC1 is listed with -2	94	106	0	7	0	9	4	10	-0.6

Following part.
SMILES	GALR2 blocker	HCT116 bCat-KO	HCT116 PTEN-null	NPY-Y2 antag	Measles CPE	Phagocytosis inh	E-sel TNF inh	Yeast lifespan up	Yeast growth inh	MRP-1 activ
COc1cccc(NC(=O)CSc2nnnn2C(C)C)c1	-4	95	105	1	3	-1	-43	-10	-15	-0.2
CCCS(=O)(=O)N1CCCC(C(=O)NCc2ccc(C)cc2)C1 (stereo not given)	17	89	101	2	8	1	/	-1	-46	-1.2
Cc1cc(C)n(/N=C/c2c[nH]c3ccccc23)c(=O)c1	14	91	89	0	4	-1	-1	-6	-33	-2.8
COc1cc(C2C(C(C)=O)=C(O)C(=O)N2CCc2c[nH]c3ccccc23)ccc1O (stereo not given)	11	92	106	0	14	1	22	-4	-22	0.2
COc1ccc(OC)c(NC(=O)Cn2cc(C#N)c3ccccc32)c1	11	89	87	0	17	5	-7	-9	-32	-4.2
Cc1noc(C)c1S(=O)(=O)Nc1ccc(C(=O)NC2CCCCC2C)cc1 (stereo not given)	3	94	94	0	8	-2	75*	-7	10	-0.9
CC(C)(C)NCCCCOc1ccc(F)cc1	2	98	98	4	3	3	-3	-5	6	-0.8
COCCn1c(N)c(C#N)c2nc3ccccc3nc21	0	96	97	1	6	0	7	1	1	-1.3
CN1CCN(CC(O)COCCOc2ccc(Br)cc2)CC1 (stereo not given)	6	82	92	2	13	-2	/	9	-16	-1.4
COn1c(SCc2ccc(Cl)cc2)nc2ccccc2c1=O	3	56	55	10	1	/	-7	-22	-31	3.0
COCCCNc1ncnc2ccc(C)cc12	18	89	93	0	12	/	25	/	-7	-2.5
Cc1ccc(S(=O)(=O)N2CCN(C(=O)N3CCOCC3)C2C)cc1 (stereo not given)	-6	92	98	-1	8	1	-25	-2	20	-1.9
CN(C)S(=O)(=O)c1ccc2c(c1)nc1n2CCC1	-2	95	104	4	18	0	7	7	-41	0.1
CNc1ccc(C2(O)C(=O)c3ccccc3C2=O)cc1	19	94	104	1	12	-3	/	3	-31	-1.7
O=C(Nc1ccccc1F)c1ccc(CSc2ccccc2)o1	-4	94	96	11	3	-2	41	-8	-45	-1.0
CC(C)N(CCc1ccncc1)C(=O)Nc1ccc(F)cc1	0	92	107	1	17	0	-3	-2	0	-0.1
CCN(CC)CCCN(Cc1cc2cc3c(cc2[nH]c1=O)OCO3)C(=O)Nc1ccccc1OC	1	103	100	2	11	0	9	-13	-21	-4.8
Fc1ccc(CSc2nncn2NCc2ccc3c(c2)OCO3)cc1	5	96	88	5	10	4	2	-3	-35	-0.3
CN(C)CCNc1ncnc2c1sc1nc(N3CCOCC3)c3c(c12)CC(C)(C)SC3	-23	1.7*	1.8*	5	29	/	/	-15	17	-5.7
CC1CCCC(C)N1S(=O)(=O)c1ccc(S(=O)(=O)NCc2ccccc2)cc1 (stereo not given)	9	58	41	2	3	/	-22	/	-41	-6.8
C=CCn1c(SCC(=O)NC2CCCCC2)nnc1-c1ccc(OC)cc1	8	89	89	4	6	0	-15	4	-50	-2.1
CCOC(=O)c1cnc2cc(C)nn2c1-c1ccccc1	9	92	93	3	10	/	5	-16	-14	-3.1
Cc1cccc(C(=O)NC(=S)NNC(=O)c2ccc(Cl)cc2)c1	-1	14	10	10	29	-1	/	17	-9	-2.4
CC1CCCCC1NC(=O)C1CCN(S(=O)(=O)c2ccc3c(c2)CCC(=O)N3)CC1 (stereo not given)	0	97	94	-1	6	/	13	-8	-10	-1.6
CC(=O)Nc1ccc(S(=O)(=O)Nc2nc3ccccc3nc2Nc2ccccc2)cc1	2	90	103	0	2	-9	/	-2	-12	3.7
Cc1cc(C)c2nc(/N=C(\N)NC(=O)Nc3ccccc3)nc(C)c2c1	5	57	40	12	20	-2	-22	-8	-47	-4.2
C/C(=N\Nc1ccc([N+](=O)[O-])cc1[N+](=O)[O-])C(C)(C)C(C(=O)O)C(=O)O	-3	104	104	4	10	-8	9	-6	-13	-1.2
CCCOc1ccc(CC2CCC(=O)NC2=O)cc1 (stereo not given)	2	88	101	2	6	-8	/	4	-41	0.1
COc1ccc(C(=O)c2sc3nc(-c4ccccc4)ccc3c2N)cc1	32*	72	58	-2	4	/	/	2	-31	-1.4
COCC(=O)N(C)c1nnc(-c2cnc(C)cn2)s1	9	116	103	0	37	0	16	-20	-38	1.4
CCCc1nc2c([nH]1)C(c1cccnc1)C(C#N)=C(N)O2 (stereo not given)	2	95	99	3	3	-2	-6	5	-38	-2.5
COc1cc(Br)cc(CN2CCN(C=O)CC2)c1O	5	82	94	1	28	4	-8	-12	-10	-3.2
O=C(NCN1CCCCC1)c1cnccn1	-2	91	93	3	8	-1	-9	-4	-9	1.2
O=C(CN1C(=O)CCC1=O)Nc1nc(-c2ccccn2)cs1	2	98	107	1	12	0	15	-2	27	-0.6
COCCNC(=O)CSc1nc2ccc(N3CCOCC3)cc2c(=O)n1Cc1ccc(OC)cc1	0	97	94	0	2	/	/	-20	-25	-3.2
Cc1ccc2nc(N3CCN(C)CC3)c(C#N)cc2c1	15	104	103	8	4	0	18	-17	11	-0.9
CCCCCOc1ccc(NC(=O)C2OC3OC(C)(C)OC3C3OC(C)(C)OC23)cc1 (stereo not given)	11	104	104	1	10	-3	/	6	-22	0.2
CC(=O)Nc1ccc(C(=O)CSc2nnc3scc(-c4ccccc4)n23)cc1	12	111	90	-2	6	/	/	-5	-43	-0.5
O=C(C/C(=N/O)c1ccccc1O)C(F)F	4	98	89	7	29	-2	/	-8	-19	-2.7
